# Bioassay records (PubChem)
# HBB splice mod: alters splicing of the hemoglobin beta chain | HBB splicing reporter cell assay, activation; EGFP reporter with mutant IVS2-654 intron; response scale: normalised to 500 nM splice-correcting PNA | Potency, µM (series often up to 46.1 µM), for the others: at the top dose activation, usual class: activators | actives 0.06% (n = 65,000) | AID 925; also: potency is read from the fitted curve at half-maximal effect; 0% is about no effect
#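 HeLa cells stably expressing EGFP interrupted by mutant beta-globin intron 2 (IVS2-654), 500/well in 2% FCS. Treated with compound for 2 days at 37C. Splicing correction scored as total well GFP intensity (488 nm excitation, 500-520 nm emission); 500 nM antisense PNA served as control.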
# GFP derepression: epigenetic modulators derepressing GFP locus in mouse cells. mouse C127i GFP locus derepression, cytometry, 30 h. Potency, µM (titrated, usually from 46.1 µM), inactives show at the highest dose GFP derepression (activation). actives 0.09% (n = 68,000). AID 597; also: % of control where 0% means no effect
#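 Locus derepression in mouse mammary C127i cells whose integrated CMV-GFP reporter is normally silent; GFP expression after 30 h compound treatment was quantified by counting fluorescent cells.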
# 15-hLO inh: blocks human 15-lipoxygenase activity | actives 1.4% (n = 74,000) | Potency, µM (series often up to 57.1 µM), without a hit: at the highest dose activity change, negative = inhibition, hits mostly inhibitors | P16050 | purified 15hLO-1, xylenol orange hydroperoxide absorbance; also: potency is read from the fitted curve at half-maximal effect; % is scaled to controls: 0 for no effect and ±100 for the full control effect; nearly all actives have a fitted effect of over 55% in size
# Target sequence (P16050 whole entry, looked up): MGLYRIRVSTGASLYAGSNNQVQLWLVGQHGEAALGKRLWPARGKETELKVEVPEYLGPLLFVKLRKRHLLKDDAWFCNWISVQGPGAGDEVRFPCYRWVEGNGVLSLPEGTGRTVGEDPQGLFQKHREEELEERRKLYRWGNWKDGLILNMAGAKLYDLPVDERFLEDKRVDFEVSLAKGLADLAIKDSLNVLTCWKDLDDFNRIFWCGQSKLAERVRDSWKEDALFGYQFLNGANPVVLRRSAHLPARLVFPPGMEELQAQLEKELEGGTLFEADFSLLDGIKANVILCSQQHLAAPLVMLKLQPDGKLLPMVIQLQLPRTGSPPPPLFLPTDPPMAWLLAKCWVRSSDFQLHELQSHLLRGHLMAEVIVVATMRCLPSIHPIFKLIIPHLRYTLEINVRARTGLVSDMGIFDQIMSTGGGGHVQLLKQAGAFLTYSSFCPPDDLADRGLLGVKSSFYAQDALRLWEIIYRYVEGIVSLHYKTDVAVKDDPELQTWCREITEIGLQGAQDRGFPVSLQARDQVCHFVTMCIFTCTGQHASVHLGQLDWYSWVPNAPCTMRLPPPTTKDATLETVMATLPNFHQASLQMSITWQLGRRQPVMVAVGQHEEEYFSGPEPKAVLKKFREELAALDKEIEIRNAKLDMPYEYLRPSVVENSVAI
#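 Compounds were preincubated 15 min at room temperature with 40 nM purified human enzyme (25 mM Hepes pH 7.5, 0.01% Triton X-100); 50 uM arachidonic acid reacted 6 min. Fe-xylenol orange detection, 30 min, absorbance ratio 573/405 nm.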
# UbGFP stabilizer: proteasome inhibitors stabilizing ubiquitin-GFP reporter; Ubiquitin-GFP reporter cells, proteasome inhibition, GFP fluorescence; response scale: untreated = 0%, 10 µM MG-132 = 100%; Potency, µM (top dose mostly 45.9 µM), for the others: at the highest dose activation (GFP accumulation), actives largely listed as activators; 67,000 tested, under 10 active; active = well fitted activation curve with a large enough effect, not every such curve was filed as active; inconclusive = small, poorly fitted or top-dose-only effect, or another doubt; inactive = no such curve, though single readings can be large or run the other way; also: potency is read from the fitted curve at half-maximal effect
#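 Reporter cells (U2OS, ubiquitin-G76V-GFP fusion) are plated overnight, then treated 4 hr at 37 °C with compound titrations from 46 uM down to 2.9 nM. Activity is scaled against untreated cells and 10 uM MG-132.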
# 4-MU autofl: compound fluoresces in the 4-MU spectral region; compound autofluorescence, 340/450 nm, 4-MU equivalents; active compounds read high; max dye-equivalent concentration, M; actives 11% (n = 59,000); in the data active = max dye-equivalent concentration above about 10 nM; inconclusive = mostly about 1.1 nM to 9.6 nM
#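 Compounds in 100 mM Tris, pH 8.0, sat 15 min at room temperature before fluorescence was read at 340 nm excitation/450 nm emission; a per-plate six-point 4-MU standard curve converted signals to dye-equivalent concentration at each compound concentration.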
# TexasRed autofl: Texas Red region autofluorescence. Compound fluorescence, Texas Red channel, 547/618 nm; active compounds read high. max dye-equivalent concentration, M. actives 0.06% (n = 59,000). AID 587; in the data active = max dye-equivalent concentration above about 10 nM; inconclusive = between about 1.1 nM and that limit
#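 Pin-transferred compounds and Texas Red standards go into 100 mM Tris buffer, pH 8.0. After 15 min at room temperature, plates are imaged with 547/618 nm filters. Each value is a dye-equivalent concentration derived from the per-plate dye curve.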
# HADH2 inh: HADH2 (human) dehydrogenase inhibition. recombinant HADH2, NADH fluorescence, beta-hydroxybutyryl-CoA. Potency, µM (titrated, usually from 57.1 µM), for the others: at the top dose activity change, negative = inhibition, most hits filed as inhibitors. actives 3.4% (n = 73,000). Q99714; also: potency is read from the fitted curve at half-maximal effect; % is scaled to controls: 0 for no effect and ±100 for the full control effect; nearly all actives have a fitted effect of over 60% in size; many of its hits are not listed in these tables
# Target sequence (Q99714 whole entry, looked up, one chain of several): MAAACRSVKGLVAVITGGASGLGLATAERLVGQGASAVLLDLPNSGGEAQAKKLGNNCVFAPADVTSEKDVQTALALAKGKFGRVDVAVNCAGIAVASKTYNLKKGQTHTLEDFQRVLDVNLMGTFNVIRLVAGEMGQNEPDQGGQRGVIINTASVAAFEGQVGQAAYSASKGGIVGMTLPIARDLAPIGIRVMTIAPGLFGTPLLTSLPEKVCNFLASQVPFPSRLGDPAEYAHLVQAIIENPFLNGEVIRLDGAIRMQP
#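 Buffer 100 mM Tris-HCl pH 9.0/0.01% Tween-20; HADH2 20 nM; NAD+ 1 mM; beta-hydroxybutyryl-CoA 90 uM (all final). 15 min cpd preincubation, RT.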
# Fluorescein fluor: compound fluoresces in the fluorescein spectral region. Compound autofluorescence, 480/540 nm, fluorescein-equivalent; active compounds read high. max fluorescein-equivalent concentration, M. actives 0.91% (n = 59,000). AID 593; in the data active = max fluorescein-equivalent concentration above about 10 nM; inconclusive = between about 1.1 nM and that limit
#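 Tris 100 mM pH 8.0; 15 min RT; CCD read, ex 480/em 540 nm. Output: fluorescein-equivalent concentration per compound concentration, from six-point dye series on each plate.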
# Pol III holo inh: inhibitors of bacterial DNA polymerase III holoenzyme | reconstituted DNA polymerase III holoenzyme replication, biochemical | Potency, µM (titrated, usually from 57.1 µM), for the others: top-dose activity change, negative = inhibition | actives 0.25% (n = 71,000) | AID 603; also: potency is read from the fitted curve at half-maximal effect; % is scaled to controls: 0 for no effect and ±100 for the full control effect
#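 Reconstituted *E. coli* holoenzyme (0.35 nM Pol III, 1 nM beta, 154 nM SSB, 2 nM primase) was preincubated with compound for 15 min at RT. Synthesis on 1.4 nM ssM13Gori ran 35 min, then was stopped with PicoGreen/EDTA and read as dsDNA fluorescence.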
# Rhodamine autofl: compound autofluorescence in rhodamine spectral region. actives 0.05% (n = 59,000). max dye-equivalent concentration, M. Rhodamine-region fluorescence, 547/598 nm, Tris buffer; active compounds read high; in the data active = max dye-equivalent concentration above about 11 nM; inconclusive = between about 1.1 nM and that limit
#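 Intrinsic compound fluorescence, ex 547 / em 598 nm, CCD imager. Tris 100 mM pH 8.0; 15 min RT. Output = rhodamine dye-equivalent concentration at each compound concentration.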
# Hsp90 Hop PPI: changes Hsp90-Hop TPR2A binding signal, up or down. Potency, µM (series often up to 57 µM), inactives show at the highest dose activity change, negative = inhibition. AlphaScreen TPR2A-His6 binding biotin-Hsp90 C-terminal peptide. AID 595. actives 0.44% (n = 71,000); active = well fitted curve in either direction with a large enough effect; inconclusive = small, poorly fitted or top-dose-only effect, or another doubt; also: potency is read from the fitted curve at half-maximal effect; % is scaled to controls: 0 for no effect and ±100 for the full control effect; many of its hits are not listed in these tables
# Active calls of the source: *; i = inactive; ? = inconclusive; / = no result given; [ ] = dose if it differs, or a comment. Unless noted, calls follow the shape of the dose curve; as a rule, active = well fitted curve in the direction sought with a large enough effect; inconclusive = small, poorly fitted or top-dose-only effect, or another doubt; inactive = no such curve, though single readings can be large; an effect the other way counts as inactive or inconclusive. These rows are one share of the data. The share of hits here may be higher or lower than overall.
SMILES,HBB splice mod,GFP derepression,15-hLO inh,UbGFP stabilizer,4-MU autofl,TexasRed autofl,HADH2 inh,Fluorescein fluor,Pol III holo inh,Rhodamine autofl,Hsp90 Hop PPI
O=C1c2ccccc2C(=O)N1CCN1CCCCC1,-3.9%,-1%,2%,2%,i,?,2%,?,-4%,i,-6%
Cc1onc(-c2ccccc2Cl)c1-c1nc(-c2ccccn2)no1,1.7%[57.5 µM],3%,-6%,-2%,i,?,3%,i,-6%,i,4%
COc1ccc(-c2nnc3ccc(SCC(=O)N4CCCC4)nn23)cc1,-0.5%,/,-7%,8%,/,/,8%,/,-4%,/,-7%
C=CCOc1ccc(C2C(C(=O)c3ccco3)=C(O)C(=O)N2Cc2cccnc2)cc1 (stereo unspecified),12%,3%,-18%,7%,i,i,-10%,i,-5%,i,-7%
O=C(NCc1ccccc1)c1ccc(=O)[nH]n1,/,-3%[20.6 µM],/,/,i,i,/,i,/,i,/
O=C(c1ccc(N2C(=O)C3CC=C(Cl)CC3C2=O)cc1)N1CCCCC1 (stereo unspecified),/,7%[20.6 µM],/,/,i,i,/,i,/,i,/
COc1ccc2c(c1)cc(C)c1nnc(SCC(=O)N3CCN(C(=O)c4ccco4)CC3)n12,0.6%[57.5 µM],0%,3%,-2%,i,i,20%,?,-5%,i,0%
CC(C)(C)n1nnnc1C(c1cccs1)N(Cc1cccnc1)CC1CCCO1 (stereo unspecified),/,0%,10%,-1%,i,i,4%,i,-4%,i,-3%
N#CCCn1c(=O)c(-c2cccs2)nc2cnc(N3CCOCC3)nc21,-1.5%,0%[9.22 µM],-16%,-2%,?,i,-10%,1.3e-08M*,-9%,i,-2%
COc1ccccc1N1CCN(c2cc(=O)n(-c3ccccc3Cl)c(=O)[nH]2)CC1,3.2%,4%,12%,-7%,i,i,-16%,i,2%,i,-5%
Cc1nc(N2CCC(C(N)=O)CC2)c2nnn(Cc3ccccc3)c2n1,/,-1%,-26%,3%,i,i,1%,i,3%,i,-1%
Cn1c(=O)c2c(nc(CN3CCN(CCO)CC3)n2Cc2cccc3ccccc23)n(C)c1=O,-3.0%[57.5 µM],0%,7%,-1%,i,i,9%,?,-7%,i,-6%
CCOc1ccccc1NC(=O)C1Cc2ccccc2CN1S(C)(=O)=O (stereo unspecified),3.1%,6%,1%,26%,i,?,2%,i,-3%,i,0%
CSc1cccc(NC(=O)c2nnn(Cc3ccccc3)c2N)c1,-1.5%,0%,-11%,24%,i,i,-12%,i,-1%,i,2%
O=C(Nc1c(C(=O)Nc2ccccc2)cnn1-c1ccccc1)c1ccco1,-1.7%[9.22 µM],3%,-3%,-4%,/,/,-1%,/,-8%,/,0%
CC(=O)Nc1ccc(S(=O)(=O)N2C3CCCC2CC(NC(=O)C2CCCCC2)C3)cc1 (stereo unspecified),-0.1%[57.5 µM],-3%,4%,-3%,i,i,6%,i,3%,i,-2%
Cc1cc(C(=O)Nc2c(C)nn(Cc3c(Cl)cccc3Cl)c2C)no1,-6.0%,-1%,1%,-5%,i,i,-3%,?,0%,i,2%
COC(=O)c1ccc2c(c1)N(C)CCS2,-0.8%,/,?,-13%,/,/,-23%,/,2%,/,-3%[2.3 µM]
O=C1CCCC2=C1C(c1cccs1)n1nc(SCc3ccccc3)nc1N2 (stereo unspecified),4.0%,-2%,-17%,0%,1.1e-07M*,i,?,?,-4%,i,0%
O=C(COC(=O)c1cncc(Br)c1)NCC1CCCO1 (stereo unspecified),1.7%[57.5 µM],0%,5%,0%,i,i,-1%,?,-6%,i,-1%
CCCCCn1c(NCc2ccco2)nc2ccccc21,-0.7%,/,-4%,0%,/,/,-2%,/,-4%,/,-3%
FC(F)(F)c1nc(SCc2ccc(Cl)cc2)n[nH]1,2.8%[9.22 µM],-3%[9.22 µM],1%[11.4 µM],-3%[9.17 µM],?,i,8%[11.4 µM],i,-10%[11.4 µM],i,0%[11 µM]
O=C(CCNS(=O)(=O)c1cccc2nsnc12)NCc1cccs1,-0.3%,6%,13%,-13%,i,i,-3%,i,-4%,i,-6%
CCCNC(=O)c1cccc(Cn2nc(C)c(Br)c2C)c1,1.4%[0.369 µM],2%,?,-3%,i,?,-10%,?,0%,i,-1%
CCOC(=O)N1CCC(NC(=O)Cn2cc3c(n2)CCCC3)CC1,-1.3%,3%,14%,-8%,/,/,1%,/,1%,/,-3%

# Later entries
SMILES,HBB splice mod,GFP derepression,15-hLO inh,UbGFP stabilizer,4-MU autofl,TexasRed autofl,HADH2 inh,Fluorescein fluor,Pol III holo inh,Rhodamine autofl,Hsp90 Hop PPI
Cc1nc(NCc2ccccc2)c2nc(-c3ccccc3)n(CCCN3CCCCC3C)c2n1 (stereo unspecified),-0.9%,/,-8%,-7%,/,/,?,/,-6%,/,-4%
NC(=O)COc1ccc(C2c3c(oc4ccccc4c3=O)C(=O)N2CC2CCCO2)cc1 (stereo unspecified),0.9%[0.369 µM],0%,4%,/,i,i,-20%,i,-5%,i,-2%
COC(=O)[C@@H]1C(O)[C@@H](C(=O)OC)[C@H](C)N(C)[C@@H]1C (stereo partly specified),4.5%[9.22 µM],-2%[9.22 µM],1%[11.4 µM],-7%[9.17 µM],i,i,13%[11.4 µM],?,-4%[11.4 µM],i,0%[11 µM]
CN1CCN(Cc2ccc(OCc3ccccc3)cc2)CC1,0.2%[9.22 µM],-2%,-3%,8%,/,/,-5%,/,-2%,/,-4%
COCC(=O)N1CCC[C@@]2(CCN(C(=O)Nc3ccccc3)C2)C1,2.2%,7%[9.22 µM],9%,-7%,i,i,4%,?,1%,i,-2%
Cc1ccc(S(=O)(=O)c2nc(-c3cccs3)oc2SCC(N)=O)cc1,-1.5%,1%,-11%,0%,i,i,-28%,?,-2%,i,-2%
CC(=O)c1ccc(NC(=O)C(C)Sc2nnnn2C)cc1 (stereo unspecified),-1.7%,1%,2%,0%,i,i,-18%,i,-6%,i,2%
Cn1cccc1C(=O)c1ccc(Cl)cc1Cl,3.3%,-2%,-7%,6%,i,i,?,?,0%,i,0%
Cn1nnnc1SCc1cccc(CSc2nnnn2C)n1,2.1%[1.84 µM],0%,8%,0%,i,i,-16%,?,0%,i,0%
O=C(CCc1nc2ccccc2[nH]1)N1CCN(C(=O)c2ccco2)CC1,0.5%,-9%,5%,-6%,/,/,-4%,/,3%,/,1%
O=[n+]1c2c(n([O-])c3cc(F)ccc31)CCCC2,-0.1%,2%,-16%,3%,i,i,?,i,0%,i,-4%
O=C(Nc1ccc2c(c1)OCO2)c1ccc(Br)s1,0.5%,0%,?,0%,i,i,8%,i,-4%,i,-5%
CC(=O)N1CCCc2cc(S(=O)(=O)Nc3ccc4c(c3)OCO4)ccc21,-2.7%,5%,-7%,-8%,i,i,-4%,i,0%,i,-6%
O=C(O)c1ccc(C(=O)O)c(C(=O)O)c1.[NH-][C@@H]1CCCC[C@@H]1[NH-].[Pt],0.4%[9.22 µM],18%[9.22 µM],25%[11.4 µM],2%[9.17 µM],i,i,-28%[11.4 µM],i,-10%[11.4 µM],i,1%[11 µM]
COc1cccc(C(=O)NC2CC3CCCC(C2)N3CC(=O)Nc2ccc(N(C)C)cc2)c1 (stereo unspecified),/,-2%,-9%,3%,i,i,-8%,i,-3%,i,?
CC(C)(C)n1ncc2c(=O)n(CC(=O)N3CCCc4ccccc43)cnc21,-1.6%,2%,?,-11%,i,i,3%,i,-4%,i,0%
NC(=O)C1(N2CCCCC2)CCN(CC(=O)Nc2ccccc2-c2ccccc2)CC1,1.8%,0%,2%,-5%,i,i,0%,?,2%,i,-5%
CCCOc1ccc(Cn2cnc3ccccc32)cc1,-1.3%,0%,12%,6%,i,?,19%,i,1%,i,3%
COc1cc(C(=O)OCC(=O)c2cc(C)n(C)c2C)cc(OC)c1OC,-3.6%,0%,0%,-1%,i,i,19%,?,0%,i,-8%
CSCCC(NC(=O)C1CCC(C)CC1)C(=O)NCc1ccco1 (stereo unspecified),-2.7%[57.5 µM],0%,6%,3%,i,i,0%,?,-15%,i,-5%
Cc1cccc(N=c2oc3cc(O)ccc3cc2C(N)=O)c1,-0.8%,1%,?,7%,8.6e-07M*,i,?,1.2e-08M*,-5%,i,-8%
